High-throughput results (PubChem BioAssay)
KKLEB tox: cytotoxicity in KKLEB CF airway cells, primary screen, cytotoxicity control for CF NF-kB inhibitor project, cell-based, uHTS, fluorescence assay plates; KKLEB CF airway cells viability, ATPlite luminescence, overnight; stronger effect = lower value; cells stimulated with P. aeruginosa culture filtrate; activity change (cytotoxicity), % at 5 µM; actives 0.36% (n = 360,000);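 active means corrected activity change at or below -50% at 5 µM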
CF NFkB block: inhibitors of PAF-induced NF-kB signaling, primary screen, cell-based, GFP fluorescence, uHTS. KKLEB NF-kB-GFP reporter, GFP fluorescence overnight. inhibition, % at 5 µM. actives 0.86% (n = 360,000);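 active means at least 50% inhibition at 5 µM, scaled per plate between neutral and stimulator controls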;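 further: PAF is a Pseudomonas aeruginosa culture filtrate used as stimulus; plate controls were PAF-stimulated DMSO wells for no effect and unstimulated DMSO wells for full effect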
TROY signal inh: inhibitors of TROY-driven NF-kB signaling, primary screen, Q293 LMP1-TROYcd cells, NF-kB luciferase, uHTS; actives 0.98% (n = 360,000); AID 1347056, 2019; inhibition, % at 10 µM; Q293 LMP1-TROYcd NF-kB luciferase reporter, 4 h;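 active means compounds whose plate-normalised and pattern-corrected inhibition of the luciferase reporter signal at the single screening dose is 50% or more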
NR2E3 ag-1: inhibitors of NR2E3-RetCOR corepressor binding, primary screen, NR2E3 agonist project, biochemical, TR-FRET, GST-NR2E3, biotin-RetCOR; Photoreceptor-specific nuclear receptor (Homo sapiens), Q9Y5X4; 1536-well; inhibition of corepressor binding, % at 4.78 µM; actives 0.12% (n = 320,000); AID 2300, 2010;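 active means percent inhibition above the cutoff of mean plus 3 SD of all tested compounds, set per screening campaign, cut at about 20% in these data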;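 further: 0% = DMSO wells and 100% = biotin wells as full block of FRET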
Target sequence (Q9Y5X4 whole entry, looked up): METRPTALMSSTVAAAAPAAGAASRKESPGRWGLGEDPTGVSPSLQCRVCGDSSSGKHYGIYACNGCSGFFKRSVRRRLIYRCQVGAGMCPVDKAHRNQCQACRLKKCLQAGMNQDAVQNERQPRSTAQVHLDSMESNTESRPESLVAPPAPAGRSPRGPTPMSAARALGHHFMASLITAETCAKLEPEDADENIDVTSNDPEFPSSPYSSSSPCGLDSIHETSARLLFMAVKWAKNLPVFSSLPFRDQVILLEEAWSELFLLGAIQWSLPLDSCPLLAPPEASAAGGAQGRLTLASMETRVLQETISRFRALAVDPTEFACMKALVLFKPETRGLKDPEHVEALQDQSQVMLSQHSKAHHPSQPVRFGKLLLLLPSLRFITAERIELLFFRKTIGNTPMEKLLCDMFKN
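Test system – NR2E3–RetCOR corepressor complex · Quantity – NR2E3 fusion 1.35 nM · Buffer or medium – Tris pH 7.5 · Incubation – Compound–protein incubation for 5 h at 4 °C · Technique – TR-FRET, Eu(K)-anti-GST donor, streptavidin-D2 acceptor, ex 340, em 617/671 nm · Evaluation – percent inhibition of 671/617 nm emission ratio versus biotin and DMSO controls · Plate – 1536-well format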
C8 TRAIL sens: viability loss with TRAIL in NB7+C8 cells, primary screen, TRAIL sensitizer project, cell-based, ATPlite luminescence; inhibition (viability loss, TRAIL sensitization), % at 10 µM; actives 1% (n = 360,000); AID 624354, 2012;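 active means compounds causing at least 50% loss of cell viability in the single-dose screen, relative to plate controls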
NR2E3 ag-2: NR2E3 agonists in two-hybrid cells, primary screen, cell-based, luminescence, CHO-S, Gal4-NCOR/VP16-NR2E3. Photoreceptor-specific nuclear receptor (Homo sapiens), Q9Y5X4. luciferase. inhibition of corepressor binding, % at 3.98 µM. actives 0.35% (n = 360,000). AID 602229, 2012;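 active means inhibition above the mean of all tested compounds plus 3 SD, cut at about 70% in these data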;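 further: 0% = DMSO with NR2E3 transfected cells and 100% = cells lacking NR2E3 construct; higher means lower luciferase signal from less NR2E3 corepressor binding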
Shn3 3UTR inh: reduction of Shn3 3'UTR firefly luciferase signal, primary screen, Schnurri-3 inhibitor project, cell-based, Clone20 osteoblasts, set 2 | actives 0.52% (n = 360,000) | inhibition, % at 12.5 µM | Clone20 osteoblast Shn3 3'UTR firefly luciferase, 24 h;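 active means mean inhibition of at least 75% with every replicate also reaching 75%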;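 further: 0% = median of neutral control wells and 100% = pilot-screen positive control compound; some compounds past the cut are filed as inactive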
Peg3 promoter: Peg3 promoter-driven luciferase inhibitors, primary screen, cell-based, HeLa, luciferase luminescence | HeLa PEG-Prom luciferase reporter, overnight | AID 588405, 2011 | actives 1.7% (n = 360,000) | inhibition, % at 20 µM;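 active means inhibition of at least 50% at 20 µM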
HIF-2a block: HIF-2a reporter inhibitors, primary screen, luminescence, 786-0 RCC cells | 786-0 RCC cells HIF-2a reporter, luciferase luminescence, overnight | inhibition, % at 18.8 µM | actives 0.72% (n = 360,000);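 active means inhibition of the luminescence signal of 40% or more relative to plate controls, in a single-dose primary screen at 18.75 µM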
TWEAK-Fn14 inh: inhibitors of TWEAK-Fn14 signaling, primary screen, luciferase reporter cells, uHTS | TWEAK-stimulated Fn14 reporter cells, luciferase luminescence, 8 h | inhibition, % at 10 µM | actives 2% (n = 360,000); in the data active means inhibition above about 50%
TRPM1 prom inh: inhibitors of MITF-dependent TRPM1 promoter reporter, primary screen, cell-based, SK-MEL-5, single point, luciferase. SK-MEL-5 TRPM1 promoter luciferase, 24 h. inhibition, % at 12.5 µM. actives 0.83% (n = 330,000);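 active means mean inhibition across replicates of 60% or more, whatever share of single replicates reaches that level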; further: values of inactives mirror those of a sister screen read the other way
* = called active by the depositor. A portion of the library; rates above refer to the full screens.

For COc1cccc(NC(=S)Nc2ccc(O)cc2)c1 the results were KKLEB tox -8, CF NFkB block 0, TROY signal inh -5, NR2E3 ag-1 -3, C8 TRAIL sens -6, NR2E3 ag-2 -43, Shn3 3UTR inh -8, Peg3 promoter -45, HIF-2a block -87, TWEAK-Fn14 inh 16 and TRPM1 prom inh -27.
`O=C1CCN(S(=O)(=O)c2ccccc2)CCN1CCOCc1ccc(C(F)(F)F)cc1` gave KKLEB tox 8, CF NFkB block -22, TROY signal inh 3, NR2E3 ag-1 1, C8 TRAIL sens 20, NR2E3 ag-2 36, Shn3 3UTR inh 0, Peg3 promoter 3, HIF-2a block 15, TWEAK-Fn14 inh 5 and TRPM1 prom inh 8.
`c1ccc(C2CC(c3cccs3)Nc3nnnn32)cc1` (stereo not drawn) gave KKLEB tox 3, CF NFkB block 6, TROY signal inh -12, NR2E3 ag-1 1, C8 TRAIL sens -11, NR2E3 ag-2 -3, Shn3 3UTR inh -12, Peg3 promoter 7, HIF-2a block 9, TWEAK-Fn14 inh -6 and TRPM1 prom inh -2.
CN(C)S(=O)(=O)c1cccc(C(=O)Nc2n[nH]c(C(F)(F)F)n2)c1 was read as KKLEB tox 9, CF NFkB block -6, TROY signal inh -2, NR2E3 ag-1 1, C8 TRAIL sens 6, NR2E3 ag-2 -6, Shn3 3UTR inh -30, Peg3 promoter 8, HIF-2a block 0, TWEAK-Fn14 inh -3 and TRPM1 prom inh 14.
`Cc1ccc(C(=O)O/N=C(\N)c2cccnc2)cc1[N+](=O)[O-]` gave KKLEB tox 0, CF NFkB block -27, TROY signal inh -61, NR2E3 ag-1 -1, C8 TRAIL sens 34, NR2E3 ag-2 -85, Shn3 3UTR inh -51, Peg3 promoter -182, HIF-2a block -170, TWEAK-Fn14 inh -13 and TRPM1 prom inh -42.
`CC(=O)NC12CC3CC(C1)CC(C(=O)NCC(=O)Nc1c(C)cc(C)cc1C)(C3)C2` gave KKLEB tox 26, CF NFkB block 10, TROY signal inh -8, NR2E3 ag-1 4, C8 TRAIL sens -4, NR2E3 ag-2 -2, Shn3 3UTR inh -53, Peg3 promoter 0, HIF-2a block 4, TWEAK-Fn14 inh 14 and TRPM1 prom inh -6.
`CCCn1c(=O)[nH]c(=O)c2c(C(=O)OCC)cc(-c3cccs3)nc21` gave KKLEB tox -7, CF NFkB block 4, TROY signal inh -6, NR2E3 ag-1 3, C8 TRAIL sens -3, NR2E3 ag-2 -3, Shn3 3UTR inh -22, Peg3 promoter 14, HIF-2a block 7, TWEAK-Fn14 inh 10 and TRPM1 prom inh -6.
For CCN(CC)c1ccc(/C=N/NC(=O)CCC(=O)NCc2ccccc2)c(O)c1 the results were KKLEB tox 7, CF NFkB block 15, TROY signal inh -16, NR2E3 ag-1 1, C8 TRAIL sens 42, NR2E3 ag-2 -43, Shn3 3UTR inh 74, Peg3 promoter 33, HIF-2a block -39, TWEAK-Fn14 inh -19 and TRPM1 prom inh 45.
`CC(C)c1ccc(/C=N/NC(=O)C(=O)NCCCN2CCOCC2)cc1` gave KKLEB tox 4, CF NFkB block -5, TROY signal inh -7, NR2E3 ag-1 -2, C8 TRAIL sens 0, NR2E3 ag-2 9, Shn3 3UTR inh -23, Peg3 promoter -1, HIF-2a block 7, TWEAK-Fn14 inh 8 and TRPM1 prom inh 6.
`Cn1c(COc2ccc3ccccc3c2)nnc1SCC(N)=O` gave KKLEB tox -4, CF NFkB block -5, TROY signal inh -47, NR2E3 ag-1 3, C8 TRAIL sens 4, NR2E3 ag-2 -25, Shn3 3UTR inh 1, Peg3 promoter -5, HIF-2a block 14, TWEAK-Fn14 inh -7 and TRPM1 prom inh -10.
For COc1cccc(CNc2nc3ccccc3n2C)c1O the results were KKLEB tox -3, CF NFkB block -12, TROY signal inh -39, NR2E3 ag-1 -1, C8 TRAIL sens 10, NR2E3 ag-2 -109, Shn3 3UTR inh -31, Peg3 promoter -173, HIF-2a block -212, TWEAK-Fn14 inh -15 and TRPM1 prom inh -93.
`CC1CCCC(C)N1C(=O)COC(=O)COc1ccc(C#N)cc1` (stereo not drawn) gave KKLEB tox 18, CF NFkB block -4, TROY signal inh -4, C8 TRAIL sens 1, NR2E3 ag-2 18, Shn3 3UTR inh -30, Peg3 promoter 5, HIF-2a block 8, TWEAK-Fn14 inh -4 and TRPM1 prom inh -2.
For Cc1ccc(NC(=O)C2(N(C(=O)Cn3nnnc3N)c3ccc(C)cc3)CCCCC2)cc1 the results were KKLEB tox -1, CF NFkB block 4, TROY signal inh 4, NR2E3 ag-1 -1, C8 TRAIL sens -15, NR2E3 ag-2 -21, Shn3 3UTR inh 4, Peg3 promoter 8, HIF-2a block 10, TWEAK-Fn14 inh -3 and TRPM1 prom inh 13.
Screening O=C(O)CN1C(=O)CSC1=S returned KKLEB tox 4, CF NFkB block -16, TROY signal inh -26, C8 TRAIL sens -10, NR2E3 ag-2 -70, Shn3 3UTR inh -3, Peg3 promoter 0, HIF-2a block 4, TWEAK-Fn14 inh 2 and TRPM1 prom inh -155.
`CC(C)CNC(=O)C1CCN(c2ccc(S(=O)(=O)N3CCOCC3)cc2[N+](=O)[O-])CC1` gave KKLEB tox -7, CF NFkB block 2, TROY signal inh -28, NR2E3 ag-1 -2, C8 TRAIL sens -7, NR2E3 ag-2 -18, Shn3 3UTR inh -4, Peg3 promoter -1, HIF-2a block 15, TWEAK-Fn14 inh 16 and TRPM1 prom inh 11.
`O=C(NCCCn1ccnc1)/C(=C/c1ccc(Cl)cc1)NC(=O)c1ccccc1` gave KKLEB tox 6, CF NFkB block 5, TROY signal inh 0, NR2E3 ag-1 2, C8 TRAIL sens -12, NR2E3 ag-2 -1, Shn3 3UTR inh 11, Peg3 promoter 3, HIF-2a block 9, TWEAK-Fn14 inh 32 and TRPM1 prom inh 18.
`CCCC(C)NC(=O)Cc1ccc(S(=O)(=O)N2CCOCC2)s1` (stereo not drawn) gave KKLEB tox -13, CF NFkB block 10, TROY signal inh -10, NR2E3 ag-1 2, C8 TRAIL sens -16, NR2E3 ag-2 -29, Shn3 3UTR inh 8, Peg3 promoter 7, HIF-2a block 6, TWEAK-Fn14 inh -7 and TRPM1 prom inh -12.
Screening COc1ccc(NC(=O)c2csc(Cc3ccccc3)n2)cc1 returned KKLEB tox 2, CF NFkB block -6, TROY signal inh -65, NR2E3 ag-1 2, C8 TRAIL sens 13, NR2E3 ag-2 -13, Shn3 3UTR inh -35, Peg3 promoter -146, HIF-2a block -172, TWEAK-Fn14 inh -17 and TRPM1 prom inh -15.
NC(=O)NC(=O)CSc1ccccc1 was read as KKLEB tox 8, CF NFkB block -5, TROY signal inh 2, NR2E3 ag-1 0, C8 TRAIL sens 6, NR2E3 ag-2 -42, Shn3 3UTR inh -33, Peg3 promoter -7, HIF-2a block -15, TWEAK-Fn14 inh -4 and TRPM1 prom inh 0.
CN(C)N1C(N)=C(C#N)C(c2ccsc2)C2=C1CC(C)(C)CC2=O (stereo not drawn) was read as KKLEB tox 10, CF NFkB block -3, TROY signal inh 0, NR2E3 ag-1 -5, C8 TRAIL sens 2, NR2E3 ag-2 11, Shn3 3UTR inh 28, Peg3 promoter -4, HIF-2a block 17, TWEAK-Fn14 inh 13 and TRPM1 prom inh -7.
Screening O=C(CSc1ccc(-c2cccnc2)nn1)Nc1ccc(F)c(F)c1 returned KKLEB tox 3, CF NFkB block 0, TROY signal inh 7, NR2E3 ag-1 3, C8 TRAIL sens 10, NR2E3 ag-2 -52, Shn3 3UTR inh 31, Peg3 promoter 6, HIF-2a block 2, TWEAK-Fn14 inh 3 and TRPM1 prom inh -2.
CN1CCc2c1nc1ccccc1c2N=C1CCCN1Cc1ccccc1 was read as KKLEB tox 5, CF NFkB block 2, TROY signal inh -20, NR2E3 ag-1 4, C8 TRAIL sens 3, NR2E3 ag-2 32, Shn3 3UTR inh 59, Peg3 promoter -6, HIF-2a block 11, TWEAK-Fn14 inh 38 and TRPM1 prom inh -21.
For CC(=O)N1N=C(c2ccc(C)o2)CC1c1cccc(F)c1 (stereo not drawn) the results were KKLEB tox 10, CF NFkB block -3, TROY signal inh -6, NR2E3 ag-1 1, C8 TRAIL sens -5, NR2E3 ag-2 -8, Shn3 3UTR inh -14, Peg3 promoter 6, HIF-2a block -9, TWEAK-Fn14 inh 7 and TRPM1 prom inh 6.
For COc1cc(NC(=O)CSc2nnnn2C2CCCC2)cc(OC)c1 the results were KKLEB tox -1, CF NFkB block 16, TROY signal inh -7, NR2E3 ag-1 2, C8 TRAIL sens -7, NR2E3 ag-2 -21, Shn3 3UTR inh -2, Peg3 promoter 9, HIF-2a block 7, TWEAK-Fn14 inh 27 and TRPM1 prom inh 3.
C[C@H](NCCc1ccc(O)cc1)[C@H](O)c1ccc(O)cc1 was read as KKLEB tox -14, CF NFkB block 9, TROY signal inh 8, NR2E3 ag-1 3, C8 TRAIL sens -10, NR2E3 ag-2 -17, Shn3 3UTR inh 3, Peg3 promoter 0, HIF-2a block 7, TWEAK-Fn14 inh -31 and TRPM1 prom inh -4.
For CC1CCN(C(=S)c2cn(Cc3ccc(F)cc3)c3ccccc23)CC1 the results were KKLEB tox -20, CF NFkB block 4, TROY signal inh 1, NR2E3 ag-1 7, C8 TRAIL sens 6, NR2E3 ag-2 -11, Shn3 3UTR inh 15, Peg3 promoter 22, HIF-2a block 15, TWEAK-Fn14 inh -3 and TRPM1 prom inh 10.
O=C(CCN1C(=O)c2ccccc2S1(=O)=O)Nc1cccc(F)c1 was read as KKLEB tox -4, CF NFkB block 0, TROY signal inh 9, NR2E3 ag-1 -1, C8 TRAIL sens -9, NR2E3 ag-2 0, Shn3 3UTR inh -4, Peg3 promoter -12, HIF-2a block -6, TWEAK-Fn14 inh -4 and TRPM1 prom inh -6.
For Cc1cnc(NC(=O)CC2CCCC2)s1 the results were KKLEB tox -3, CF NFkB block 14, TROY signal inh -80, NR2E3 ag-1 -2, C8 TRAIL sens -1, NR2E3 ag-2 -13, Shn3 3UTR inh -37, Peg3 promoter -215, HIF-2a block -184, TWEAK-Fn14 inh -16 and TRPM1 prom inh -51.
